From PubChem
ALOX15B inhib – qHTS Assay for Inhibitors of 15-hLO-2 (15-human lipoxygenase 2). Polyunsaturated fatty acid lipoxygenase ALOX15B (Homo sapiens), O15296. purified 15hLO-2, xylenol orange hydroperoxide absorbance. Potency, µM (doses to about 57.1 µM), without a hit: at the highest dose activity change, negative = inhibition, usual class: inhibitors. hit rate 0.56% among 110,000. AID 881, 2007; also: potency is read from the fitted curve at half-maximal effect; nearly all actives have a fitted effect of over 60% in size; many of its hits are not listed in these tables
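Screening format was qHTS against 50 nM purified 15hLO-2 in Hepes pH 7.5 with detergent. Activity follows hydroperoxide formation from 45 uM arachidonic acid, measured as 573:405 nm absorbance ratio of the ferric-xylenol orange complex.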
12-hLO inh – qHTS Assay for Inhibitors of 12-hLO (12-human lipoxygenase); Polyunsaturated fatty acid lipoxygenase ALOX12 (Homo sapiens), P18054; Potency, µM (series often up to 57.1 µM), for the others: at the top dose activity change, negative = inhibition, actives largely listed as inhibitors; hit rate 0.12% among 150,000; purified 12-hLO, xylenol orange hydroperoxide absorbance; also: potency is read from the fitted curve at half-maximal effect; nearly all actives have a fitted effect of over 55% in size; many of its hits are not listed in these tables
Target sequence (P18054 whole entry, looked up): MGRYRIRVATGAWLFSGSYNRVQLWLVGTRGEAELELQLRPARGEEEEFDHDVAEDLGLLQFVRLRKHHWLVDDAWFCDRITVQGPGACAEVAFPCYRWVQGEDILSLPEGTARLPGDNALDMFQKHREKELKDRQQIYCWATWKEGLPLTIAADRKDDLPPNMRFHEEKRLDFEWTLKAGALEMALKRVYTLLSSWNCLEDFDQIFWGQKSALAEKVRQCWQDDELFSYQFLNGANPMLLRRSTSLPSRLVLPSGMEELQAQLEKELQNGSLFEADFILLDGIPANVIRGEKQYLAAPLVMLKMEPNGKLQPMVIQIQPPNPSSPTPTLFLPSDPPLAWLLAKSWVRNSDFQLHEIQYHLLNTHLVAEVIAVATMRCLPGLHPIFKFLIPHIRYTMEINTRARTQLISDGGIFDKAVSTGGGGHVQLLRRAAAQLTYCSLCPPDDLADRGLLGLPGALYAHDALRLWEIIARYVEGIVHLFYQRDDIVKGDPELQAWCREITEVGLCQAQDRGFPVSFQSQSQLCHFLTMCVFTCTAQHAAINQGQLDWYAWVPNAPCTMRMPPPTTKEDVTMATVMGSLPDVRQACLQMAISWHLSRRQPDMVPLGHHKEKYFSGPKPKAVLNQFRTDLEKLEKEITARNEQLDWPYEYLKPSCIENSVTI
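Hydroperoxide formation by human 12-lipoxygenase from 40 uM arachidonic acid was followed colorimetrically via ferric-xylenol orange complex, using the 573/405 nm absorbance ratio. Enzyme concentration was 150 nM, with 30 min reaction at room temperature.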
PNC inhibitor – High Content Assay for Compounds that inhibit the Assembly of the Perinucleolar Compartment | PC3M PTB-GFP, PNC prevalence imaging, 16 h; active compounds read low | activity change (PNC), negative = inhibition, % at 10 µM | hit rate 3.1% among 140,000 | AID 2417, 2010;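 active = readout at or below -70, meaning at least 70% loss of cells showing the perinucleolar compartment, a nuclear body marking cancer cells; inconclusive = readout between -30 and a set limit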;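 also: plate controls were DMSO wells for no effect and camptothecin positive control wells for full effect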
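PC3M cells stably expressing PTB-GFP, 750–1000 cells/well, treated 16 h at 37 °C with compound (23 nl of library stock), in duplicate. After paraformaldehyde fixation and Hoechst stain, imaged at 20x; PNC prevalence scored by image analysis.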
IMPase cell inh – qHTS Assay for Identifying the Cell-Membrane Permeable IMPase Inhibitors | Inositol monophosphatase 1 (Rattus norvegicus), P97697 | CHO-M1 cells, IP1 accumulation, HTRF TR-FRET ratio | inhibition (IP1 accumulation), % at 46.1 µM | 120,000 tested, under 10 active; active = well fitted curve in the direction sought with a large enough effect in the signal ratio, not every such curve was filed as active; inconclusive = small, poorly fitted or top-dose-only effect, or a change in a side signal; inactive = no such curve, though single readings can be large or run the other way; the % refers to the signal ratio;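 also: cells stimulated with carbachol in lithium chloride buffer; plate controls were DMSO basal wells for no effect and reference inhibitor wells for full effect; higher means more IMPase inhibition seen as more IP1 and lower FRET ratio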
Target sequence (P97697 whole entry, looked up): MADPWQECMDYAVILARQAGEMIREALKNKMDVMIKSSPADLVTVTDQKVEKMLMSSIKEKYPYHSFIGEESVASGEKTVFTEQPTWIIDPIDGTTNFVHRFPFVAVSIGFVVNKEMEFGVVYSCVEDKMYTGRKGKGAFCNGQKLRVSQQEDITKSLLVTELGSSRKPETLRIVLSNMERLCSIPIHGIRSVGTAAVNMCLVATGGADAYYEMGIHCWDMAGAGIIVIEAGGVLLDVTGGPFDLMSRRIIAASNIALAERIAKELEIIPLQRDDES
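CHO-M1, 2000 cells/well, cultured 16–30 h; cpd up to 46 uM; carbachol (50 uM solution, stimulation buffer w/ 50 mM LiCl, pH 7.4), 30 min 37C; IP-One TR-FRET, 10 min RT; Ex 320/Em 665, 620; Hill-fit AC50.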
An asterisk follows results filed as active; ? = inconclusive; nt = no result given; [ ] = another dose, or the depositor's remark. Unless noted, calls follow the shape of the dose curve; as a rule, active = well fitted curve in the direction sought with a large enough effect; inconclusive = small, poorly fitted or top-dose-only effect, or another doubt; inactive = no such curve, though single readings can be large; an effect the other way counts as inactive or inconclusive. Unless noted, % is scaled to controls: 0 for no effect and ±100 for the full control effect.

Structure,ALOX15B inhib,12-hLO inh,PNC inhibitor,IMPase cell inh
Cn1nnc(NC(=S)NC(=O)c2cccs2)n1,nt,1%,-25,nt
Cc1cc(C(=O)NP(=O)(N2CCOCC2)N2CCOCC2)c(C)n1-c1ccc(N(C)C)cc1,nt,-2%,-9,15
COC(=O)c1sc(NC(=S)NC(=O)c2ccccc2Cl)nc1C,nt,-2%,?,nt
CC1=CC(C)(C)Nc2ccc(CSc3ccccc3)cc21,?,-13%[11.4 µM],nt,nt
O=c1[nH]c(N2CCN(c3ccccc3)CC2)nc2c1CCCC2,-2%,-6%,?,-3
COc1ccc(C(=O)NCCn2cc(SCC(=O)NCc3ccco3)c3ccccc32)cc1,-21%,-9%,-2,0
CCOc1ccccc1NC(=O)COc1cccc(-n2cnnn2)c1,-4%,-6%,16,9
Cc1nc2ccc(NC(=O)c3cccc(S(=O)(=O)N4CC(C)OC(C)C4)c3)cc2s1 (stereo not drawn),7%,-4%,26,-7
O=C(NCCc1ccccc1)C1CCN(S(=O)(=O)c2ccccc2)CC1,-2%,4%,66,11
COCCCn1c(=O)c2ccccc2c2ccccc2c1=O,nt,3%,?,3
CCNc1nc(SC(C(C)=O)C(C)=O)nc(N(C)C)n1,5%,-11%,-8,14
C=C(Br)CN1CCN(CC(=C)Br)CC1,-7%,4%,32,-2
COc1ccc(CCN2CCC(Nc3nc4ccccc4n3Cc3ccc(F)cc3)CC2)cc1,9%,-10%,-21,14[20.6 µM]
CCOC(=O)C1CCCN(Cc2cc(OC)c(O)c(OC)c2)C1 (stereo not drawn),-8%,-4%,?,-1
CCCCn1c(SCc2ccc(C(=O)OC)o2)nc2cc(S(N)(=O)=O)ccc21,15%,-13%,-19,7
COCCN(C(=S)Nc1cccc(OC)c1)C1CCN(C(C)C)CC1,nt,0%,7,7
Cc1cc(NS(=O)(=O)c2ccccc2)no1,-2%,-5%,?,-8
CCCCN(CCNP(=O)(OCC)OCC)CP(=O)(OCC)OCC,-4%,-4%,119,13
Cc1ccc(C(=O)O)cc1-c1ccc(/C=C2/NC(=O)N(c3ccccc3)C2=O)o1,?,-10%,8,4
CC1Cc2ccccc2N1C(=O)C1CCCCN1S(=O)(=O)c1ccccc1 (stereo not drawn),-14%,-1%,48,4
COc1ccc(-n2c(Cc3cccn3C)nnc2SCC(=O)NCCc2ccccc2)cc1,-5%,-9%,11,-11
COc1ccccc1NC(=O)c1c(C)cc(=O)oc1C,-6%,-5%,-6,-7
c1ccc(-c2noc(-c3ccco3)n2)nc1,-3%,2%,?,4
C=CCn1c(SCC(=O)Nc2sccc2C(N)=O)nc2sc(CC)cc2c1=O,18%,-12%,-9,15
CCc1ccc2[nH]c(=O)c(CN(CCN(CC)CC)C(=O)Nc3ccccc3OC)cc2c1,54%[activator],6%,40,-7
CC(C)NC(=O)C(=O)N/N=C/c1ccco1,4%,2%,?,0
N#CCCn1c(=O)cnc2cnc(Nc3ccccc3)nc21,-5%,-2%,nt,nt
O=C(CSc1nc2[nH]ncc2c(=O)[nH]1)NCc1ccc(F)cc1,nt,-2%,-19,nt
CCOC(=O)N1CCN(C(=O)c2ccc3nc4ccc(Cl)cc4c(=O)n3c2)CC1,-5%,5%,?,7
CCOC(=O)c1c(-c2ccc(C)o2)csc1NC(=O)CN1CCOCC1,0%,-2%,?,1
COc1ccc(CCNC(=O)c2cc(-c3cc(Cl)cc(Cl)c3)oc2C)cc1,10%,-2%,27,-6
CC(CCc1ccccc1)NC(=O)N1CCOCC1 (stereo not drawn),nt,2%,-30,nt
CCOC(=O)CNC(=O)CNC(=O)c1ccc(OC)cc1,0%,4%,-13,5
COCCNC(=O)c1csc2c1CCCC2,4%,-3%,?,4
CCOC(=O)Cn1ncc2c(=O)oc3ccccc3c21,4%,-1%,43,-12
OCCNCCCCOc1ccc(OCc2ccccc2)cc1,nt,-1%,-9,nt
C/C(=C\C(=O)O)C12CC3CC(CC(C3)C1)C2,-9%,7%,25,5
O=S1(=O)C=C(SCCN2CCCCC2)c2ccccc21,11%,-20%,?,5
Cc1ccc(SCC(=O)NCCCN2CCOCC2)cc1,7%[2.29 µM],2%,?,-4
COc1ccc(C2NCCC3(O)CCCCC23)c(OC)c1OC (stereo not drawn),-5%,-4%,4,-12

3 compounds from above, ordered by molecular weight, rising:
Structure,ALOX15B inhib,12-hLO inh,PNC inhibitor,IMPase cell inh
COCCNC(=O)c1csc2c1CCCC2,4%,-3%,?,4
CCOC(=O)CNC(=O)CNC(=O)c1ccc(OC)cc1,0%,4%,-13,5
O=S1(=O)C=C(SCCN2CCCCC2)c2ccccc21,11%,-20%,?,5

New compounds follow:
Structure,ALOX15B inhib,12-hLO inh,PNC inhibitor,IMPase cell inh
Cc1occc1C(=O)N1N=C(C2CC2)CC1(O)C(F)(F)F (stereo not drawn),-13%,-2%,49,16
CCOc1nc2c(c(=O)n(C)c(=O)n2C)n1Cc1ccccc1Cl,-5%,0%,-20,6
CCOc1cc2[nH]c(=S)n(CCN3CCCCC3CC)c(=O)c2cc1OCC (stereo not drawn),18%,7%,27,-3
c1ccncc1,-5%,-1%,nt,nt
CSc1nc(C)c(C(=O)Nc2ccccc2)c(C)c1C#N,-1%,-2%,3,-1
OC(COc1ccc(OCc2ccccc2)cc1)CN1CCOCC1 (stereo not drawn),34%[activator],3%,-22,20
O=C(c1ccc(CSc2nc3ccncc3[nH]2)cc1)N1CCCCC1,nt,-1%,34,nt
O=C(Nc1ccc(N2CCN(C(=O)c3ccccc3)CC2)c(Cl)c1)c1cccnc1,1%,4%,7,7
CC(C)CCNC(=S)Nc1ccc2nc3n(c(=O)c2c1)CCCCC3,nt,-1%,29,-8
CCC(C)(C(=O)NC1CCCCC1)N(C(=O)c1ccccn1)c1ccc(C)cc1 (stereo not drawn),-2%,-3%,-15,3
CC(=O)N1CCN(Cc2nc3cc(NC(=O)c4ccc(Cl)cc4)ccc3n2C)CC1,15%,2%,-6,4
Cc1nc2nc(SCC(N)=O)[nH]c2cc1Br,5%,1%,-10,-11
CCCCCCCCCc1nc(N)n[nH]1,54%[activator],3%,44,-8
CCn1c(SCc2nc3ccccc3c(=O)[nH]2)nc2ccccc2c1=O,nt,1%,-4,0
O=C(c1ccc(F)cc1)N1CCCCC(Sc2nnc3ccccn23)C1=O (stereo not drawn),1%,-1%,48,-8
CC[C@H]1OC(=O)[C@H](C)[C@@H](O[C@H]2C[C@@](C)(OC)[C@@H](O)[C@H](C)O2)[C@H](C)[C@@H](O[C@@H]2O[C@H](C)C[C@H](N(C)C)[C@H]2O)[C@](C)(O)C[C@@H](C)CN(C)[C@H](C)[C@@H](O)[C@]1(C)O,-3%,-1%,nt,nt
COc1ccc(CC(=O)N2CCNC2=O)cc1,-2%,-3%,4,-5
Cc1nn(C)c(C)c1S(=O)(=O)N1CCCC(C(=O)NC2CCCCC2)C1 (stereo not drawn),-4%,-2%,?,1
CC1(C)Cc2c(sc3nc(-c4ccccc4Cl)n(N)c(=O)c23)CO1,6%,6%,44,5
CC(C)Cn1cnc2c(Sc3c([N+](=O)[O-])ncn3C)nc(N)nc21,-6%[11.4 µM],-1%[11.4 µM],nt,nt
Cc1cc(SCC#N)n2nc(C)c(-c3ccccc3)c2n1,4%,-1%,?,5
CN(C)CCCOC(=O)C1c2ccccc2Oc2ccccc21,-6%[11.4 µM],3%,23,28[1.84 µM]
CCOC(=O)c1[nH]c(C)c(C(=O)Nc2ccccc2C)c1C,-4%,-3%,?,4
CCCC[C@@H]1C[C@H]1C(NC(=O)c1ccco1)c1ccc(Cl)cc1 (stereo partly drawn),-2%,-5%,nt,nt
COc1cc(C(=O)OCC(=O)N(C)C)cc(NC(=O)c2ccco2)c1OC,-6%,10%,-29,2
Cc1cccc(C)c1NC(=O)C(=O)NCCOc1ccc(Cl)cc1,-12%,2%,104,2
Cc1ccc(-c2noc(CN3CCCCC3)n2)cc1,-5%,1%,-21,-4
COc1cc(C(c2sc3nc(C)nn3c2O)N2CCC3(CC2)OCCO3)cc(OC)c1OC (stereo not drawn),-11%,-5%,-14,-8
COC(=O)c1ccc(C2C(C(C)=O)=C(O)C(=O)N2CCO)cc1 (stereo not drawn),-6%,-5%,4,9
CCOC(=O)Cc1csc(NC(=O)CC)n1,3%,0%,?,9
Cc1ccc(N2CCN(C(=O)c3ccccc3F)CC2)c(C)c1,-4%,-4%,-15,4
CCc1c(C(=O)NCc2ccc3c(c2)OCO3)[nH]c(C)c1C(C)=O,1%,2%,61,0
COc1cccc(C(=O)NCCC2=CCCCC2)c1,2%,9%,-18,3
COc1ccc(N2CCN(CCNC(=O)c3ccc(NC(=O)C4CCCO4)cc3)CC2)cc1 (stereo not drawn),15%,4%,?,0
CCN(CC)C(=O)CC(c1ccc(F)cc1)c1ccco1 (stereo not drawn),-12%,-1%,?,4
C=CCN(CC=C)C(=O)c1cc2ccccc2c(=O)o1,nt,1%,32,nt
O=C(O)c1cccc(Cn2c(Cl)c(/C=N/NC(=O)c3ccccc3Cl)sc2=O)c1,0%,3%,-26,1
Clc1ccc(Cc2nc(-c3cccnc3)no2)cc1,3%,-3%,-93*,-8
CN(Cc1ccccc1)C(=O)N[C@@H](Cc1ccccc1)C(=O)O,-1%,-1%,44,-8
c1ccc(CSc2ccc(-c3ccco3)nn2)cc1,nt,-1%,-2,-16
Cc1ccc(/C=C(/C#N)C(=O)NC(C)c2ccccc2)o1 (stereo not drawn),nt,-6%,3,nt
CCCc1nnc(NC(=O)CCC(=O)N2CCN(CCn3c(C)ccc3C)CC2)s1,13%,0%,28,4
COc1ccc(C2=Nc3nc(-c4ccccc4)cn3C(c3ccc(OC)cc3)C2)cc1 (stereo not drawn),nt,-6%,?,-8
O=C(Nc1ccncc1)C1CC1c1ccccc1 (stereo not drawn),3%,7%,-18,1
CCOC(=O)C1C(C(=O)OC)=C(c2ccc(OC)cc2)c2ccccc2N1S(=O)(=O)C(F)(F)F (stereo not drawn),-3%[0.0915 µM],-5%[0.00818 µM],nt,nt
COc1cccc(N2CCN(C3C4CC5CC(C4)CC3C5)CC2)c1 (stereo not drawn),22%,2%,?,7
COc1cc(OC)cc(-c2nc(-c3ccc(Br)cc3)no2)c1,10%,-9%,-3,6
CNC(=S)N(CCc1c(C)[nH]c2ccc(C)cc12)Cc1ccc(OC)c(OC)c1,nt,-9%,?,nt
COc1ccc(N2Cc3cccc(C(=O)NC(C)CCc4ccco4)c3C2=O)cc1 (stereo not drawn),-28%,-17%,13,3
Cc1ccc(NC(=O)c2oc3ccccc3c2NC(=O)c2ccc3c(c2)OCO3)cc1,1%,-4%,38,6
O=C(CCNS(=O)(=O)c1cccs1)Nc1nccs1,-4%,-1%,-16,-1
COc1cccc(C2CC(=O)Nc3cc4c(cc32)OCCO4)c1OC(C)C (stereo not drawn),-6%,-10%,12,5
O=C(CSCCc1ccccn1)Nc1ccc(Br)cn1,nt,4%,44,0
O=C(NCCO[N+](=O)[O-])c1cccnc1,18%,0%,nt,-1
Cc1nnc(NC(=O)c2c(F)cccc2F)s1,-3%,-3%,21,?
